# Source: PubChem BioAssay
# Menin-MLL TR inh = qHTS Assay for Inhibitors Targeting the Menin-MLL Interaction in MLL Related Leukemias: Competition With Texas Red Labeled MLL-derived Mutant Peptide. O00255. Menin + Texas Red MLL mutant peptide, fluorescence polarization. Potency, µM (doses to about 61.6 µM), for the others: top-dose FP activity change, negative = inhibition, most hits filed as inhibitors. 270,000 tested, 0.23% active; active = well fitted inhibition curve with a large enough effect in the polarisation, with a control signal flat, not every such curve was filed as active; inconclusive = small, poorly fitted or top-dose-only effect, or effect the other way, or a change in a side signal; inactive = no such curve, though single readings can be large or run the other way; the % refers to the polarisation; note: potency is the fitted concentration of half-maximal effect; % of control where 0% means no effect; many of its hits are not listed in these tables
# Target sequence (O00255 whole entry, looked up): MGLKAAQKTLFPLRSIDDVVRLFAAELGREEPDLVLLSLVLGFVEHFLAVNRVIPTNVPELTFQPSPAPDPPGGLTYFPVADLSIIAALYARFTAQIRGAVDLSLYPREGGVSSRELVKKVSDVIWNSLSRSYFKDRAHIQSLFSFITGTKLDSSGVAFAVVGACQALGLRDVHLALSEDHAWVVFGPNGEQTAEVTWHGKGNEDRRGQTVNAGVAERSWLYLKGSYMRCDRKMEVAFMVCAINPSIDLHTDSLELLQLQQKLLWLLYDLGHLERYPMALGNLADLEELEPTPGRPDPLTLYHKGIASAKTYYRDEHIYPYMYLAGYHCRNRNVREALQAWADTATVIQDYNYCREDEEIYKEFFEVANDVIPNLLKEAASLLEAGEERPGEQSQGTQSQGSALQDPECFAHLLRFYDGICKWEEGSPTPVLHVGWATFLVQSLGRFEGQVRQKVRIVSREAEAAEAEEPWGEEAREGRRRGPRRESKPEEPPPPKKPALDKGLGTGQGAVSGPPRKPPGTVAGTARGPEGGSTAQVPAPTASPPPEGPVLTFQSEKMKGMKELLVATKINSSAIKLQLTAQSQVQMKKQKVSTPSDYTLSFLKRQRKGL
# PKM2 activator = qHTS Assay for Activators of Human Muscle isoform 2 Pyruvate Kinase. Pyruvate kinase PKM (Homo sapiens), P14618. 260,000 tested, 0.34% active. purified PKM2, Kinase-Glo ATP luminescence, activation; response scale: 0% is enzyme alone, no compound. AID 1631, 2009. Potency, µM (doses to about 57.5 µM), without a hit: at the top dose activation, usual class: activators; note: potency is the fitted concentration of half-maximal effect; % is set by controls: 0 for no effect and ±100 for the full control effect; nearly all actives have a fitted effect of over 55% in size
#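 Purified hPK-M2 (>95% pure) converted ADP (0.1 mM final) to ATP with 0.5 mM PEP in 50 mM imidazole pH7.2, KCl, MgCl2, Tween 20, BSA; 1 h at room temperature. ATP detected by Kinase-Glo luminescence.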
# hERG WT inh = qHTS for Inhibitors of KCHN2 3.1: Wildtype qHTS; Voltage-gated inwardly rectifying potassium channel KCNH2 (Homo sapiens), Q12809; U2OS, BacMam KCNH2, thallium flux FluxOr; active compounds read low; activity change, % at 1.84 µM; 340,000 tested, 0.37% active; AID 720551, 2013;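 active = maximum activity change below -70%; inconclusive = maximum activity change between -70% and -50%; inactive = maximum activity change above -50%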; note: % is set by controls: 0 for no effect and ±100 for the full control effect
#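 U2OS cells were transduced with wild-type KCNH2 virus (2.03 x 10^8 / mL) for 4 h at room temperature, then cultured overnight at 37 C. Thallium flux was read with FluxOr dye. Rate constants were normalized to DMSO controls.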
# GALK inhibitor = qHTS Assay for Inhibitors of Human Galactokinase (GALK); P51570; 270,000 tested, 0.007% active; Potency, µM (titrated, usually from 57.5 µM), for the others: top-dose activity change, negative = inhibition, most hits filed as inhibitors; Purified GALK, Kinase-Glo residual ATP luminescence; AID 1868, 2009; note: potency is the fitted concentration of half-maximal effect; % is set by controls: 0 for no effect and ±100 for the full control effect
#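 The enzyme phosphorylates galactose (100 uM) using ATP (35 uM); inhibition is detected as higher residual ATP, quantified by bioluminescence after 1 h reaction at room temperature, pH 8.0.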
# USP2a block = qHTS Assay for Inhibitors of Ubiquitin-specific Protease USP2a Using CHOP2 as the Reporter; Ubiquitin carboxyl-terminal hydrolase 2 (Homo sapiens), O75604; USP2 core, Ub-CHOP2 coupled fluorogenic reporter, 485/531; Potency, µM (titrated, usually from 38.3 µM), inactives show at the top dose activity change, negative = inhibition, actives largely listed as inhibitors; 330,000 tested, 0.01% active; AID 463254, 2010;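 note: potency is the fitted concentration of half-maximal effect; plate controls were DMSO wells for no effect and full inhibition by NEM control for full effect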
#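 USP2 core (10nM final) preincubated 30min RT with compound in 20mM Tris-HCl pH 8.0, 2mM CaCl2, 2mM beta-mercaptoethanol, 0.05% CHAPS; 25nM Ub-CHOP2 plus 25nM reporter substrate added, fluorescence (Ex485/Em531) read after 60min.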
# MBNL1 CUG block = qHTS Assay for Inhibitors of MBNL1-poly(CUG) RNA binding. Muscleblind-like protein 1 (Homo sapiens), Q9NR56. TR-FRET MBNL1-His/biotin-(CUG)12 binding, 665/545 ratio. Potency, µM (titrated, usually from 57.5 µM), inactives show top-dose activity change, negative = inhibition, most hits filed as inhibitors. 280,000 tested, 0.036% active. AID 2675, 2010; active = well fitted inhibition curve with a large enough effect in the signal ratio, with a control signal flat, not every such curve was filed as active; inconclusive = small, poorly fitted or top-dose-only effect, or effect the other way, or a change in a side signal; inactive = no such curve, though single readings can be large or run the other way; the % refers to the signal ratio; note: potency is the fitted concentration of half-maximal effect; % is set by controls: 0 for no effect and ±100 for the full control effect
#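 Compounds (final 92 nM to 58 uM) are added to His-tagged MBNL1 and biotin-(CUG)12, then terbium anti-His antibody and streptavidin-XL665 (5 nM final). After 60 min at room temperature, the 665/545 nm ratio is read.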
# TSHR antagonist = Antagonists of the Thyroid Stimulating Hormone Receptor: HTS campaign; 330,000 tested, 0.2% active; Thyrotropin receptor (Homo sapiens), P16473; TSHR-expressing cells, TSH-stimulated cAMP HTRF, 2 h; active compounds read low; AID 504810, 2011; activity change, negative = inhibition, % at 11.5 µM;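 active = activity change below a set negative limit, meaning inhibition stronger than a set level, cut at about -70% in these data; inconclusive = activity change between two set negative limits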; note: % is set by controls: 0 for no effect and ±100 for the full control effect
#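 Inhibition of cAMP made by TSHR-expressing cells under TSH stimulation (4nM final, EC80; 2 h, 37 deg C) is quantified with a one-step lysis HTRF kit, anti-cAMP cryptate versus cAMP-d2.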
# Mito fusion yeast = qHTS Assay for Small Molecule Inhibitors of Mitochondrial Division or Activators of Mitochondrial Fusion. Potency, µM (top dose mostly 46.1 µM), inactives show at the top dose growth rescue (activation), hits mostly activators. S. cerevisiae fusion-defective mutant growth rescue, CellTiterGlo 48 h. AID 485298, 2010. 320,000 tested, 0.23% active;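 note: potency is the fitted concentration of half-maximal effect; % of control where 0% means no effect; nearly all actives have a fitted effect of over 45% in size; temperature-sensitive fusion mutants such as fzo1-1 at 37 °C on non-fermentable ethanol glycerol medium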
#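 Compounds are tested for their ability to restore growth of mitochondrial fusion-defective yeast strains at non-permissive 37C in YPEG medium over 48 hours. Viability is quantified by luciferase luminescence.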
# S-ASM inh = Inhibitors of Secretory Acid Sphingomyelinase (S-ASM): qHTS; Sphingomyelin phosphodiesterase (Homo sapiens), P17405; 340,000 tested, 0.006% active; AID 504937, 2011; Potency, µM (titrated, usually from 57.5 µM), for the others: at the top dose activity change, negative = inhibition, actives largely listed as inhibitors; placental ASM, HMU-PC fluorogenic substrate, 60 min; note: potency is the fitted concentration of half-maximal effect
#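 Fluorogenic HMU-PC substrate (9 uM final) is turned over by placental ASM in 60 min at 37 C after a 10 min compound preincubation. Reaction ended by alkaline stop (pH 10), with fluorescence read at 386/447 nm.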
# Chronic BCR inh = qHTS Assay to Find Inhibitors of Chronic Active B-Cell Receptor Signaling. ABC-DLBCL IkBa-CBG/CBR reporter, luminescence ratio, 4 h. Potency, µM (top dose mostly 46.1 µM), for inactives: at the top dose ratio change, negative = lower green/red ratio, most hits filed as inhibitors. 340,000 tested, 0.05% active; active = well fitted inhibition curve with a large enough effect in the signal ratio, with a control signal flat, not every such curve was filed as active; inconclusive = small, poorly fitted or top-dose-only effect, or effect the other way, or a change in a side signal; the % refers to the signal ratio;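 note: potency is the fitted concentration of half-maximal effect; plate controls were basal doxycycline-induced cells for no effect and cells given 10 µM MG132 for full effect; MG132 reads +100%, hits lower the ratio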
#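 Concentration-response series (up to 46 uM) were applied to TMD8 dual-reporter cells for 4 h at 37C with doxycycline. Green/red ratio, after filter-overlap correction, defined %Activity; red signal alone was normalised to basal cells and zero luminescence.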
# Eya2 phos inh = qHTS Assay for Inhibitors of the Phosphatase Activity of Eya2. 330,000 tested, 0.006% active. recombinant Eya2, OMFP fluorescence dephosphorylation (OMFP is methylfluorescein phosphate). Potency, µM (titrated, usually from 76.9 µM), without a hit: at the top dose activity, negative = inhibition, actives largely listed as inhibitors. AID 488837, 2010; note: potency is the fitted concentration of half-maximal effect; % is set by controls: 0 for no effect and ±100 for the full control effect
# Target sequence (O00167 whole entry, looked up): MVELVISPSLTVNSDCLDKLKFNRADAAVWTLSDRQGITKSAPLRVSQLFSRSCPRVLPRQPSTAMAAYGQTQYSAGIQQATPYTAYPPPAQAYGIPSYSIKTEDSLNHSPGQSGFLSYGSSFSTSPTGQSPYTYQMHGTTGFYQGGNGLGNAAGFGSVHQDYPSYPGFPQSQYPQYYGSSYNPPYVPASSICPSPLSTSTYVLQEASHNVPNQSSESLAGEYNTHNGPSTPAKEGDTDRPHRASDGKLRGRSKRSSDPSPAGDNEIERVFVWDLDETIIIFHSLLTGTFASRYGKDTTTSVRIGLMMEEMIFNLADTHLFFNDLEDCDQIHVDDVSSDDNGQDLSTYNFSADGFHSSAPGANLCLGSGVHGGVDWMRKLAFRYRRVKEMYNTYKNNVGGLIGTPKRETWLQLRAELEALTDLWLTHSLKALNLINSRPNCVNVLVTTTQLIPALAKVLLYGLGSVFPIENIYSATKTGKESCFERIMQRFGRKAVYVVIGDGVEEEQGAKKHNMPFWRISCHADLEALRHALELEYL
#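 Eya2 protein (added as 0.2 uM solution) was preincubated with compound for 10 min at ambient temperature in 50 mM HEPES pH 7.5, 50 mM NaCl, 5 uM MgCl2, 0.05% BSA, 1 mM DTT. OMFP (added at 50 uM) then reacted 10 min; fluorescence read at 485/525 nm.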
# Numbers without * were called inactive; ? = inconclusive; / = no result given; [ ] = remark or other dose. Unless noted, calls come from the whole dose curve; as a rule, active = well fitted curve in the direction sought with a large enough effect; inconclusive = small, poorly fitted or top-dose-only effect, or another doubt; inactive = no such curve, though single readings can be large; an effect the other way counts as inactive or inconclusive. Some of the compounds tested (hit frequency here may not be typical).
SMILES,Menin-MLL TR inh,PKM2 activator,hERG WT inh,GALK inhibitor,USP2a block,MBNL1 CUG block,TSHR antagonist,Mito fusion yeast,S-ASM inh,Chronic BCR inh,Eya2 phos inh
COCCN(C(=O)c1cccc(OC)c1)c1nnc(-c2ccncc2)s1,2%,-1%,-4,-1%,0%,13%,-10,-1%,-2%,1%,-10%
Cc1ccc(S(=O)(=O)N2CCN(Cc3ccccc3)CC2)c(C)c1N(C)S(=O)(=O)c1ccccc1,13%,2%,1,0%,-1%,-5%,0,11%,1%,-1%,-10%
Cc1ccc(C(=O)NNC(=O)c2ccccc2OCc2c(C)noc2C)cc1,/,/,0,/,1%,/,0,0%,1%,?,-6%
CCNc1nc(OC)nc(Oc2ccc(C(=O)OC)cc2)n1,/,2%,-11,3%,-4%,1%,7,4%,1%,-17%,-27%
N#Cc1cn(CC(=O)N2CCCc3ccccc32)c2ccccc12,0%,-2%,-3,-3%,1%,?,9,14%,0%,0%,-2%
CCOC(=O)Cc1cc(=O)c2c(=O)n(-c3ccccc3)[nH]c2[nH]1,?,6%,-8,-2%,1%,-7%,9,-5%,1%,10%,-4%
Cc1ccc(S(=O)(=O)N2CCCC2C(=O)NCc2ccncc2)cc1 (stereo unspecified),/,9%,1,6%,0%,-9%,-3,-8%,6%,-2%,-13%
COc1ccc(C(CNC(=O)c2ccco2)N2CCCCC2)cc1 (stereo unspecified),-7%,?,-13,13%,4%,-3%,0,3%,15%,1%,13%
CC(C)C(=O)Nc1c(-c2ccc(Cl)cc2)c(=O)c2ccccc2n1C,23%,/,1,1%,-1%,2%,?,1%,4%,?,4%
CCOC(=O)c1ccc(NC(=O)Cn2ncc(Cl)c(Cl)c2=O)cc1,?,-6%,3,0%,-2%,/,-29,-8%,-3%,?,-8%
Cc1nc2c(ncn2-c2ccccc2)c(=O)n1NC(=O)CN1CCOCC1,/,1%,-4,0%,-5%,5%,-7,-2%,5%,-4%,-3%
COC(=O)c1c[nH]n2c(=O)c(Cl)c(C)nc12,-2%,-19%,-2,/,0%,-4%,-2,-1%,6%,0%,3%
COc1ccc(/C=C/C(=O)c2nc3ccccc3n2CC(=O)c2ccc(OC)cc2)cc1,-4%,3%,-9,-1%,2%,21%,-4,2%,5%,5%,-11%
CO/N=C/c1ccc(Oc2ccc(C)cc2)nc1,4%,1%,-6,-2%,0%,-1%,-2,3%,7%,?,-3%
O=C(NC(c1ccccc1)C(Cl)(Cl)Cl)c1ccccc1 (stereo unspecified),6%,-3%,2,1%,1%,-2%,-13,28%,4%,0%,-5%
CSc1nc(Cl)cc(=O)[nH]1,5%,1%,-3,0%,7%,0%,5,0%,7%,0%,-8%
Cc1sc2ncn(CC(=O)N3CCOCC3)c(=O)c2c1-c1ccccc1,-21%,0%,2,11%,-1%,5%,-7,3%,1%,-10%,-12%
O=C(c1ccc(Cl)cc1)N1CCCCC(Sc2nnc(-c3ccc4c(c3)OCO4)o2)C1=O (stereo unspecified),-4%,3%,-17,1%,0%,37%[activator],-12,6%,-5%,?,-10%
COc1ccc(S(=O)(=O)N2CCCC(C(=O)N3CCN(c4ccccc4)CC3)C2)cc1Cl (stereo unspecified),/,2%,11,2%,-3%,-2%,5,-10%,-8%,-6%,11%
COc1cccc(-c2cc(C(F)(F)F)nc(-n3cc(Cl)cn3)n2)c1,2%,20%,3,1%,4%,-19%,-19,2%,-7%,-1%,-23%
CC(C)(C)c1ccc(NC(=O)CNC2CCCc3ccccc32)cc1 (stereo unspecified),?,-12%,-12,-1%,0%,-4%,14,5%,0%,11%,-9%
C#CC(=O)CCC1CCCN1C(=O)OC(C)(C)C (stereo unspecified),/,/,4,/,2%,/,-5,/,4%,0%,3%
CCC[C@@H](CN1CCC[C@H]1CN1C(N)=NC[C@@H]1Cc1ccccc1)N1C[C@@H]([C@H](C)CC)N(CCc2ccc(Cl)c(Cl)c2)C1=N,/,/,14,/,-1%,/,13,/,-8%,-2%,-8%
O=C(N/N=C/c1cccnc1)c1cc2c(ccc3ccccc32)o1,14%,3%,6,-2%,1%,17%,-14,1%,5%,?,-30%
CC(=O)NC(Cc1ccccc1)C(=O)NC1CCN(C(=O)NCc2ccccc2)CC1 (stereo unspecified),11%,2%,-21,1%,3%,2%,-2,-4%,2%,-14%,4%
CC1CC(=O)Nc2ccccc2N1C(=O)Cn1cnc2ccc(Br)cc2c1=O (stereo unspecified),/,/,-3,/,-1%,/,2,-4%,/,-24%,28%
O=C(Nc1ccc(Cl)cc1)c1ccc(OCC2CCCO2)cc1 (stereo unspecified),21%,4%,1,5%,-3%,-27%,-26,9%,-1%,-16%,8%
Cc1ccc(OCC(=O)OCC(=O)NC2CCCC2)cc1C,/,/,-13,/,-2%,/,7,0%,5%,9%,-3%
Cn1cc(C(=O)c2cccc(Cl)c2Cl)cc1C#N,-4%,1%,2,1%,1%,-8%,3,-1%,4%,-2%,-8%
CCCN(CC(=O)Nc1cc(Cl)ccc1Cl)C(=O)c1ccccn1,/,/,2,/,-1%,/,15,/,6%,?,-5%
Cc1cc(NS(=O)(=O)c2ccc(NC(=O)c3ccccc3F)cc2)no1,/,/,-3,/,7%,/,/,/,0%,1%,-23%
CC(C)(C)c1cc(/C=N/O)cc(C(C)(C)C)c1O,10%,0%,4,/,1%,4%[11.5 µM],22,?,-2%,-9%,-11%
CCc1cc2c(=O)c(-c3nc(C)cs3)coc2cc1O,/,-4%,1,-1%,0%,15%,-4,0%,2%,?,4%
Clc1cccc(-c2nn3c(-c4ccncc4)nnc3s2)c1,8%,-7%,/,11%,1%,-5%,-11,8%,/,1%,-6%
COc1ccc(S(=O)(=O)Nc2cc(Sc3ncn[nH]3)c(O)cc2C)cc1,/,/,-2,/,0%,/,7,/,2%,-4%,-5%
CCCCCCCCCCC(=O)NNC(=O)c1c(O)c2ccccc2n(CC)c1=O,-1%,-15%,/,-1%,2%,13%,-9,1%,/,-1%,2%
Cc1ccc(S(=O)(=O)CC(c2ccccc2)N2CCOCC2)cc1 (stereo unspecified),-21%,0%,0,-2%,/,3%,/,-1%,3%,/,/
CC(=O)N1c2ccccc2C(C)(c2ccccc2)CC1(C)C (stereo unspecified),?,-8%,-9,0%,-6%,-7%,-78*,4%,-3%,?,-16%
O=C(COc1ccccc1)Nc1nnc(C23CC4CC(CC(C4)C2)C3)s1,-2%,-5%,-6,/,1%,-14%,2,1%,-2%,1%,-9%
CCOC(=O)N1CCN(C(=O)CNC(=O)c2ccc(Cl)cc2)CC1,/,-2%,-2,0%,1%,-4%,17,1%,1%,?,9%
COc1ccc(Cl)cc1Nc1nc(-c2sc(NC(=O)c3ccco3)nc2C)cs1,?,-9%,4,-1%,5%,255%[activator],10,3%,-6%,?,8%
O=C(c1ccccc1)c1nccn1-c1ccc(Cl)nn1,/,6%,-8,-1%,-1%,2%,-1,0%,-1%,5%,9%
Cc1cc(NC(=O)CSc2nc3c([nH]c4ccccc43)c(=O)n2-c2ccccc2F)no1,/,0%,-7,5%,-5%,15%,-7,-1%,-17%,-2%,1%
Cc1ccccc1NC(=S)N1CCN(C(=O)c2ccco2)CC1,0%,1%,1,0%,3%,-4%,1,1%,1%,3%,1%
